Screening results deposited in PubChem by National Center for Advancing Translational Sciences (NCATS).
HEK293 tox = qHTS of GLP-1 Receptor Inverse Agonists: Cytotox Screen; hit rate 0.13% among 410,000; Potency, µM (top dose mostly 38.3 µM), for the others: top-dose activity change, negative = inhibition, hits mostly inhibitors; HEK293 cAMP-luciferase reporter cells, luminescence, 24 h;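 also: loss of luciferase light is scored as toxicity; potency is read from the fitted curve at half-maximal effect; % is scaled to controls: 0 for no effect and ±100 for the full control effect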
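1536-well qHTS counterscreen of the MLSMR; 200 cells/uL, 12 h pre-incubation, 23 nL cpd, 24 h at 37 deg C 5% CO2, luciferase detection reagent, 12 min RT, luminescence. Inhibition = undesired.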
D3 ag = qHTS of D3 Dopamine Receptor Agonist: qHTS; D(3) dopamine receptor (Homo sapiens), P35462; D3R DiscoveRx beta-arrestin cells, luminescence, 90 min; max activation, %; hit rate 0.58% among 410,000; AID 652048, 2013; in the data active = max activation above about 30%; also: 0% is about no effect; mostly tested at two doses, the higher about 12 µM
Target sequence (P35462 whole entry, looked up): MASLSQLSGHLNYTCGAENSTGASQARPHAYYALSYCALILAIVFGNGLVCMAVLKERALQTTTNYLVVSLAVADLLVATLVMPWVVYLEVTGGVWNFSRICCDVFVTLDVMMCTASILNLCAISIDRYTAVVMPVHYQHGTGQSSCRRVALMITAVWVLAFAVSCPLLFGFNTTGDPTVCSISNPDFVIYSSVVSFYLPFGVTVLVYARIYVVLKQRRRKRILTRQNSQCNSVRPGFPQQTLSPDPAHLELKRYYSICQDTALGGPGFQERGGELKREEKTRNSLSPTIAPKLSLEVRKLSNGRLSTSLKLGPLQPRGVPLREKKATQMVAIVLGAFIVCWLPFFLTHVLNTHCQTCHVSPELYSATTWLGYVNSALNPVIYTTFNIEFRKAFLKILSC
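Agonist-mode cell screen: cells plated at 1500/well and incubated overnight at 37 °C, then exposed to library compounds for 90 min at 37 °C. Detection reagent was added for 30–60 min at room temperature, and luminescence was read.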
GLP1R inv ag = qHTS of GLP-1 Receptor Inverse Agonists (Inhibition Mode); Glucagon-like peptide 1 receptor (Homo sapiens), P43220; HEK293 GLP-1R CRE-luciferase, luminescence, 24 h; GLP-1R form is constitutively active; Potency, µM (series often up to 38.3 µM), for inactives: at the highest dose activity change, negative = inhibition, hits mostly inhibitors; hit rate 1.6% among 410,000; also: potency is read from the fitted curve at half-maximal effect; % is scaled to controls: 0 for no effect and ±100 for the full control effect; nearly all actives have a fitted effect of over 55% in size
Target sequence (P43220 whole entry, looked up): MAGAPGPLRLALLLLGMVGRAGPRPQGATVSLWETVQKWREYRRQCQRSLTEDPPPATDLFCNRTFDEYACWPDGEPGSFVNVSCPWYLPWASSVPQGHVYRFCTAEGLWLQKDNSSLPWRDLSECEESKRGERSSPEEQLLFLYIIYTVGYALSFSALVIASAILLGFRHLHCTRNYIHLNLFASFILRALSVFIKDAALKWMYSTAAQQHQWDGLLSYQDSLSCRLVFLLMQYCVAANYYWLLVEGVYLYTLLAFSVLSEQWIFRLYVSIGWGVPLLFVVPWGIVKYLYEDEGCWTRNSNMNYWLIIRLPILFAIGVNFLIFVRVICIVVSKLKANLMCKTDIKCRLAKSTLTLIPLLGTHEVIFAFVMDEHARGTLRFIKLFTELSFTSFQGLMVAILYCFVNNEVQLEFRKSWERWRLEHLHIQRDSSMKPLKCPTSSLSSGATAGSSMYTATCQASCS
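Seeding at 200 cells/uL, 12 h culture, 24 hr compound treatment, then luciferase reagent and a luminescence read; cells are HEK293 stably expressing a constitutively active GLP-1R plus cAMP-responsive luciferase.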
An asterisk follows results filed as active; i = inactive; ? = inconclusive; [ ] = another dose, or the depositor's remark. Unless noted, calls follow the shape of the dose curve; as a rule, active = well fitted curve in the direction sought with a large enough effect; inconclusive = small, poorly fitted or top-dose-only effect, or another doubt; inactive = no such curve, though single readings can be large; an effect the other way counts as inactive or inconclusive. Not all compounds are listed, so the mix of outcomes need not match the whole.

mol | HEK293 tox | D3 ag | GLP1R inv ag
Cc1cccc(C(=O)N2c3ncnn3C3(CCCCC3)[C@@H]3CCCC[C@@H]32)c1 | 7% | -17 | ?
CCC(=O)N1CCc2cc(Br)cc(S(=O)(=O)CCC(=O)N3CCN(c4ccccc4OC)CC3)c21 | 5% | -5 | 4%
CCOc1ccc(NC(=O)CN2CCN(S(=O)(=O)c3ccc(OC)cc3)CC2)cc1 | 4% | -7 | -15%
CCOc1ccc(-c2nonc2NC(=O)COc2c(C)cc(C)cc2C)cc1OCC | -8% | -7 | 16%
Cc1ccc(CSc2cn(CC(=O)N3CCCCC3)c3ccccc23)cc1 | 0% | -1 | 10µM*
COc1ccc(C(=O)N(Cc2ccc(N(C)C)cc2)CC2CCCO2)cc1 (configuration not stated) | 8% | 6 | -10%
CCC1=Nc2cc(C(=O)NC3CCC(C)CC3)ccc2Sc2ccc(C)cc21 (configuration not stated) | ? | -14 | ?
CCOc1ccc(NC(=O)CN2CCN(c3ccc(Cl)cc3)CC2)cc1 | -7% | -1 | 2%
COc1ccc(C(=O)Nc2nc3nc(C)c(Cl)c(=O)n3[nH]2)cc1 | -6% | 11 | 11%
Cc1ccc(NC(=O)CN(Cc2ccccc2)S(=O)(=O)c2ccc3nc(C)sc3c2)c(C)c1 | -13% | 9 | -25%
COc1cc(OC)cc(N2C(=O)N(CC(=O)c3ccc(F)cc3)c3ccccc3S2(=O)=O)c1 | -5% | -19 | 1%
Cc1nnc(N2CCN(c3ccccc3F)CC2)c2c1nnn2Cc1ccc(F)cc1 | -3% | 3 | 7%
Cc1cccc(-c2noc(-c3ccc(NCc4cccnc4)c([N+](=O)[O-])c3)n2)c1 | 3% | -2 | 12%
CCc1nc2ccc(C(=O)NCc3cc(OC)ccc3OC)cc2nc1CC | -9% | -9 | 7%
CC(=O)NCCc1nc2ccccc2n1CCCCOc1ccc(Cl)cc1 | 0% | 8 | ?
COc1cccc(C2C(C(=O)Nc3ccc(C)cc3C)=C(C)Nc3c(C(=O)Nc4cccc(C)c4)cnn32)c1OC (configuration not stated) | -1% | 0 | ?
CCCCCN1C(C(=O)c2ccccc2)=C(OC(=O)CC)c2ccccc2S1(=O)=O | -12% | -28 | 13µM*
CCCN1C(C(=O)c2ccccc2)=C(OC(=O)c2ccc(F)cc2)c2ccccc2S1(=O)=O | -3% | -19 | ?
N#Cc1ccccc1NC(=O)CSc1nc(-c2ccccc2)cc(C(F)(F)F)c1C#N | 12% | 4 | 1%
CCc1ccccc1NC(=O)Cn1c(-c2nonc2N)nc2ccccc21 | 1% | 3 | 11%
Cc1nc2ccccc2c(=O)n1-c1ccc(NC(=O)c2cccc([N+](=O)[O-])c2)cc1 | -15% | -13 | -25%
CCN(c1ccccc1)c1ncnc2c1cnn2-c1ccc(OC)cc1 | -11% | 11 | ?
Cc1cc(Br)cc(C)c1NC(=O)c1sc2ncn(Cc3cccc(F)c3)c(=O)c2c1C | -7% | 1 | ?
CCc1ccccc1NC(=O)c1ccc2c(O)c(S(=O)(=O)c3ccccc3)c(=O)[nH]c2c1 | 4% | 3 | 3%
COc1ccc(Nc2nc3cc(Cl)c(Cl)cc3n3cnnc23)cc1Cl | -3% | 3 | 3%
CC(=O)N1CCc2c(sc(NC(=O)CSc3ccc(C)cc3)c2-c2nc3ccccc3s2)C1 | 1% | -2 | 3%
CCOC(=O)c1cnc2c(ccc3ccccc32)c1Nc1cccc(Cl)c1 | 9% | -12 | 14%
O=C(Nc1ccc(F)cc1F)c1cc(CN2CCOCC2)on1 | -3% | 3 | 4%
Cc1ccc(N2CC(NC(=O)c3cccc(Cl)c3)CC2=O)cc1C (configuration not stated) | 1% | -1 | 10%
CC(=O)Nc1cccc(-c2nc(-c3ccccc3)no2)c1 | 6% | 9 | 2%
Cc1ccc2nc(N3CCN(c4cccc(Cl)c4)CC3)c(-n3nc(C)cc3C)nc2c1 | -5% | -7 | ?
COC(=O)c1ccc(OC)c(Cn2c(=O)n(-c3ccc(C)cc3)c(=O)c3c2cnn3C)c1 | 4% | -13 | -17%
CCOC(=O)c1c(S(=O)(=O)N2CCCC(C(=O)N3CCN(c4ccccc4)CC3)C2)c(C)n(C)c1C (configuration not stated) | -6% | 2 | 7%
CCCCNC(=O)CC1N=C2c3ccccc3N=C(SCC(=O)NCc3ccccc3Cl)N2C1=O (configuration not stated) | 1% | 8 | -2%
COc1cc(C)ccc1OCCSc1nc2ccc(NC(=O)c3ccc(F)cc3)cc2s1 | -13% | 6 | -5%
COc1ccc(/C=C/c2nc(C#N)c(NCCc3ccccc3)o2)cc1OC | -14% | -15 | -30%
CCn1c(C(=O)Nc2c(C)cccc2C)cc2sc(Cl)cc21 | 4% | -5 | ?
O=C(CSc1nnc(COc2ccccc2)o1)Nc1cc(C(F)(F)F)ccc1Cl | 13% | -18 | 3%
COc1ccc(NC(=O)c2ccco2)cc1NC(=O)c1ccc(OC(C)C)cc1 | -2% | 4 | ?
CCOC(=O)c1cc(-c2ccc(OC)cc2)n(CCC(=O)NC2CCC(C)CC2)c1C (configuration not stated) | -7% | -8 | ?
CCOC(=O)c1cc(-c2ccc(C)cc2)n(CCC(=O)NCc2ccccc2)c1C | 0% | -1 | -20%
CCOc1ccccc1CNC(=O)c1ccc(Cn2c(=O)c3cccn3c3cccnc32)cc1 | 15% | -2 | 8%
COc1cc(-c2nc3sccn3c2Nc2c(C)cccc2C)ccc1O | -1% | 7 | -5%
O=C(NCCc1ccccc1)C(=O)NCC(c1cccnc1)N1CCN(c2ccccc2)CC1 (configuration not stated) | -12% | 5 | -28%
Cc1ccc(C(=O)c2cn(CC(=O)NC3CCCCC3)c3nc(C)ccc3c2=O)cc1 | 5% | 2 | -1%
CCC(Sc1nnc2c(n1)[nH]c1ccccc12)C(=O)Nc1ccccc1OC (configuration not stated) | -13% | -13 | 19%
COc1ccc(-c2cc3ccc(O)c(CN4CCN(CCO)CC4)c3oc2=O)cc1OC | i | -6 | -10%
Cc1ccc(CCNC(=O)c2ccc(CSc3nc4ccncc4n3Cc3ccc(F)cc3)cc2)cc1 | -6% | -8 | ?
Cc1cccc2sc(N3CCN(C(=O)CS(=O)(=O)c4ccc(F)cc4)CC3)nc12 | 1% | -8 | ?
O=C(Cn1c(=O)nc(-c2ccccc2)c2ccccc21)NCCc1ccccc1 | 6% | 9 | 6%

Next records.
mol | HEK293 tox | D3 ag | GLP1R inv ag
Cc1cccc(N2CCN(C(=O)c3cnc(N4CCCC4)nc3C)CC2)c1C | 7% | -1 | ?
Cc1ccccc1OCC(=O)NCC(c1ccc(Cl)cc1)N1CCOCC1 (configuration not stated) | -10% | 2 | -4%
COc1ccc(N2CCN(C(=O)Cn3cnc4sc(C)c(S(=O)(=O)N5CCC(C)CC5)c4c3=O)CC2)cc1 | -11% | -15 | 1%
CCCc1nn2c(=O)cc(COC(=O)c3cccs3)nc2s1 | 5% | -8 | 16%
COc1ccc(C)cc1NC(=O)c1nnn(-c2c(C)cccc2C)c1C | 19% | 0 | ?
CCOc1ccccc1CNCc1c(C(=O)O)c(C)n(Cc2ccc(Cl)cc2)c1C | -25% | -10 | 5%
Cc1cc2n(n1)C(c1cc(C(C)(C)C)c(O)cc1O)Nc1ccccc1-2 (configuration not stated) | -6% | 4 | -25%
O=S(=O)(c1ccccc1)c1nc(-c2ccco2)oc1SCc1ccc(F)cc1 | 10% | 1 | 0%
COc1ccc(Cn2ccnc2SCC(=O)NCc2ccccc2)cc1 | -5% | -4 | -13%
CCc1ccc(OCC(=O)Nc2ccc(-c3nc4ncccc4o3)cc2)cc1 | 5% | -12 | 8%
Cc1ccc(CSc2c(C)cnc3c2c(=O)n(C)c(=O)n3C)cc1 | 4% | 7 | 16%
Cc1ccc(Cn2c(CNS(=O)(=O)c3ccc(F)c(Cl)c3)nc3cccnc32)cc1 | -28% | -25 | ?
CSc1ccc(CCNc2ncnc3onc(C)c23)cc1 | -1% | 6 | -20%
CC(=O)c1cccc(NC(=O)c2sc3nc4c(cc3c2N)CCCC4)c1 | -5% | 1 | 8%
Cn1c(CNC(=O)CSc2n[nH]c(-c3ccccc3Cl)n2)nc2ccccc21 | -3% | 2 | 8%
COc1cc(NC(=O)c2nn(C)c3c2COc2ccccc2-3)cc(OC)c1OC | -19% | 12 | -14%
Cc1cccc(C)c1NC(=O)Cn1c(=O)n(Cc2ccc3c(c2)OCO3)c(=O)c2oc3ccccc3c21 | 15% | 6 | 14%
COc1ccccc1NC(=O)C1=C(C)Nc2nc(SCC(=O)c3ccc(C)cc3)nn2C1c1ccccc1C (configuration not stated) | -1% | -9 | 3%
Cc1c(C2=CCN(S(=O)(=O)c3ccc(Cl)cc3)CC2)c2ccccc2n1CC(=O)N1CCCC1 | 4% | -16 | -19%
CCCCNC(=O)CSc1nnc(C)c2c(C)n(-c3ccccc3)nc12 | -16% | -13 | -4%
Nc1ncc(S(=O)(=O)NCc2ccccc2F)cn1 | 9% | 13 | 7%
CNS(=O)(=O)c1cn(CC(=O)Nc2cccc(OC)c2)cc1S(=O)(=O)NC | 10% | 1 | -6%
Cc1ccc(-c2nn(-c3ccc(F)cc3F)c3c2cnc2c(F)cccc23)cc1 | 22% | 4 | -2%
CCCCNC(=O)C1CCCN(S(=O)(=O)CCC)C1 (configuration not stated) | 2% | -4 | 5%
CCC(C)(C)NC(=O)Cn1c(=O)ccc2cc(S(=O)(=O)N3CCC(C)CC3)ccc21 | 18% | -5 | 4%

A second format for four compounds above.
Compound: COc1cc(OC)cc(N2C(=O)N(CC(=O)c3ccc(F)cc3)c3ccccc3S2(=O)=O)c1
  HEK293 tox = -5%	D3 ag = -19	GLP1R inv ag = 1%
Compound: COc1ccc(C(=O)Nc2nc3nc(C)c(Cl)c(=O)n3[nH]2)cc1
  HEK293 tox = -6%	D3 ag = 11	GLP1R inv ag = 11%
Compound: Cc1cc2n(n1)C(c1cc(C(C)(C)C)c(O)cc1O)Nc1ccccc1-2 (configuration not stated)
  HEK293 tox = -6%	D3 ag = 4	GLP1R inv ag = -25%
Compound: COc1ccc(C(=O)N(Cc2ccc(N(C)C)cc2)CC2CCCO2)cc1 (configuration not stated)
  HEK293 tox = 8%	D3 ag = 6	GLP1R inv ag = -10%

(list continues)
mol | HEK293 tox | D3 ag | GLP1R inv ag
CCc1ccc(CNC(=O)C2COc3ccc(OC)cc3C2)cc1 (configuration not stated) | 5% | 5 | 5%
CCOc1ccccc1NC(=O)N1CCc2c(sc3c2CCCC3)C1c1ccccc1 (configuration not stated) | 9% | -11 | ?
COc1ccc(Cl)cc1NC(=O)CSc1nc(-c2ccco2)cc(C(F)(F)F)n1 | 0% | 4 | -9%
CC(C)Cc1nn2c(=O)cc(COC(=O)c3cccc(NC(=O)c4ccccc4)c3)nc2s1 | 2% | 4 | -5%
Cc1cc(N2CCC(C)CC2)nc2ccc(NC(=O)CCC(=O)N3CCN(c4cccc(C(F)(F)F)c4)CC3)cc12 | -12% | 29 | ?
CC(=O)Nc1cccc(NC(=O)CSc2cn(CC(=O)N(C(C)C)C(C)C)c3ccccc23)c1 | -8% | -2 | -17%
COC(=O)c1cccnc1-n1c(=O)c2cccnc2n(CC(=O)Nc2c(C)cc(C)cc2C)c1=O | 23% | -6 | 5%
CCCCCCn1c(CNC(=O)c2ccccc2)nc2ccccc21 | -1% | -17 | -25%
COc1cccc(NC(=O)/C(C#N)=C\c2cn(Cc3ccc(Cl)cc3)c3ccccc23)c1 | 4% | -12 | ?
COc1ccc(C2=CC(c3ccccc3Cl)n3nc(-c4ccc(C)cc4)nc3N2)cc1 (configuration not stated) | 153%[activator] | -13 | ?
COc1ccc(N2CC(NC(=O)/C=C\c3ccc(OC)c(OC)c3)CC2=O)cc1 (configuration not stated) | 1% | -41 | 13%
Cc1ccccc1OCCCn1c(CCNC(=O)C2CCCCC2)nc2ccccc21 | -2% | -27 | -5%
Cc1cc(CN2CCN(c3ccccc3F)CC2)cs1 | 3% | 0 | -7%
CCN(c1ccccc1)S(=O)(=O)c1ccc(NC(=O)c2cc(=O)c3ccc(C)c(C)c3o2)cc1 | 4% | -12 | 5%
Oc1c(C(c2ccc(Cl)cc2)N2CCCC2)sc2nc(-c3ccco3)nn12 (configuration not stated) | 7% | -15 | -10%
COc1ccc(OCC(=O)NCC(c2ccc(Cl)cc2)N2CCCCC2)cc1 (configuration not stated) | 5% | -18 | ?
CCS(=O)(=O)Nc1ccc(-c2cn3ccsc3n2)cc1 | 3% | -6 | 14%
Cc1ccc(NC(=O)C2CCCN(S(=O)(=O)c3cccc4cccnc34)C2)cc1Cl (configuration not stated) | -12% | 4 | 10µM*
